# Pin1 inhibitor: blocks the human prolyl isomerase Pin1; AID 504891; Potency, µM (top dose mostly 115 µM), for the others: at the highest dose activity, negative = inhibition, hits mostly inhibitors; 0.009% of 390,000 active; Pin1 FP peptide displacement, HiFluor488, 10 min; active = well fitted inhibition curve with a large enough effect in the polarisation, with a control signal flat, not every such curve was filed as active; inconclusive = small, poorly fitted or top-dose-only effect, or effect the other way, or a change in a side signal; inactive = no such curve, though single readings can be large or run the other way; the % refers to the polarisation; note: potency is the fitted concentration of half-maximal effect; % is set by controls: 0 for no effect and ±100 for the full control effect
# Target sequence (Q13526 whole entry, looked up): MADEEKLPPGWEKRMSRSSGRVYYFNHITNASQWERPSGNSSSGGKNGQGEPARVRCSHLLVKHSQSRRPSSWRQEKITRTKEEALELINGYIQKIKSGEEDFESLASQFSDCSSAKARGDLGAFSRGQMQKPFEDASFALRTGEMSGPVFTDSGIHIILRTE
# D2 ag: activates the human D2 dopamine receptor | P14416 | HEK293 T-REx D2 cells, calcium flux agonist mode | activation, % at 2 µM | 0.53% of 340,000 active;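 active = activation over 3 SD above normal in the single-dose calcium agonist read, cut at about 30% in these data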; note: 0% is about no effect
#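 Agonism is scored from calcium flux in a force-coupled, inducible HEK293 cell line expressing D2, read kinetically for 180 s after compound addition against dopamine controls.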
# IDH1 R132H inh: human IDH1 R132H inhibition | O75874 | IDH1-R132H enzyme, NADPH consumption, diaphorase/resazurin fluorescence | Potency, µM (series often up to 76.6 µM), inactives show at the top dose activity change, negative = inhibition, actives largely listed as inhibitors | 0.093% of 390,000 active | AID 602179; note: potency is the fitted concentration of half-maximal effect; % is set by controls: 0 for no effect and ±100 for the full control effect; nearly all actives have a fitted effect of over 65% in size
# Target sequence (O75874 whole entry R132H, stated change not applied): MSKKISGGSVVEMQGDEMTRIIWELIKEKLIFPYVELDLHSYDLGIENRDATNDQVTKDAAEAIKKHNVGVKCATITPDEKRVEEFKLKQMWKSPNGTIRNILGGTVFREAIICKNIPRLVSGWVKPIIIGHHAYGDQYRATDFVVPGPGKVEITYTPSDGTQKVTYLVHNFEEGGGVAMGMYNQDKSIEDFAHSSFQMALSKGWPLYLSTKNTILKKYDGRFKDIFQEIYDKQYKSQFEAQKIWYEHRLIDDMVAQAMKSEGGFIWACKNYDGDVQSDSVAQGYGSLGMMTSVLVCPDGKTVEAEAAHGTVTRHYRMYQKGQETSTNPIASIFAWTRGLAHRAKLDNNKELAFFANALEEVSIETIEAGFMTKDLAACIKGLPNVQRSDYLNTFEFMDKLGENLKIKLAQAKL
#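 IDH1-R132H (0.5 ug/mL) preincubated 30 min with compound, then NADPH (0.016 mM) and alpha-KG (2 mM) added; 80 min at RT, pH 7.5. Remaining NADPH coupled via diaphorase/resazurin to fluorescence (540/590 nm); concentration-response curves normalized to no-enzyme control.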
# TRHR ag: TRH receptor (human) agonism | P34981 | TRHR cells, calcium flux fluo-8, FDSS agonist mode | activation, % at 2 µM | 0.18% of 360,000 active; in the data active = activation above about 30%; note: 0% is about no effect
# Target sequence (P34981 whole entry, looked up): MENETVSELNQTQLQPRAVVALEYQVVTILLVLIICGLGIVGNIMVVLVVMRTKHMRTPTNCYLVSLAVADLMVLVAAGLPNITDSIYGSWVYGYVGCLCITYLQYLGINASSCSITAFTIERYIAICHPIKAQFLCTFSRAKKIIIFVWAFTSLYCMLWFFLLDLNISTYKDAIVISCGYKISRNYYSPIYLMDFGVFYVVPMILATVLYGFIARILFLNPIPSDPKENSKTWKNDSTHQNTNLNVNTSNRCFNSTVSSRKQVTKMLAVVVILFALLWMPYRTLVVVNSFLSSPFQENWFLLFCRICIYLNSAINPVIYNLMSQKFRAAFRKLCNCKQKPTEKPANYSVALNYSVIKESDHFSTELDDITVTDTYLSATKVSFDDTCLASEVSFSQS
#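 TRHR-expressing cells loaded with fluo-8 calcium dye; 23 nL library compound pin-transferred, kinetic FDSS fluorescence (Ex 480/Em 530) recorded about 180 s for agonist-induced calcium release, before a 10 nM TRH EC20 addition for potentiator mode.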
# TRHR enhancer: TRH receptor (human) allosteric enhancement; P34981; TRHR cells, fluo-8 calcium fluorescence, EC20 TRH enhancement; enhancement, % at 2 µM; 0.66% of 360,000 active; AID 493056; in the data active = enhancement above about 30%; note: 0% is about no effect
#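 TRHR-expressing cells loaded with fluo-8 calcium dye were read kinetically (ex 480/em 530) during compound addition, then stimulated with an EC20 of TRH (10 nM final). Enhancement of the Gq-mediated intracellular calcium response was scored.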
# USP1 inh: USP1/UAF1 (human) deubiquitinase inhibition; O94782; recombinant USP1/UAF1, Ub-Rhodamine cleavage fluorescence; Potency, µM (doses to about 57.1 µM), inactives show top-dose activity change, negative = inhibition, most hits filed as inhibitors; 0.23% of 390,000 active; AID 743255; note: potency is the fitted concentration of half-maximal effect; % is set by controls: 0 for no effect and ±100 for the full control effect; nearly all actives have a fitted effect of over 60% in size; inactives centre near -12
#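 USP1/UAF1 complex (1 nM) preincubated 15 min at room temperature with compound, then Ub-Rho substrate (150 nM final) added. Kinetic fluorescence at 480/540 nm over 6 reads at 60 s intervals; 50 mM HEPES pH 7.8, 0.5 mM EDTA, 0.1 mg/ml BSA, 1 mM TCEP, 0.01% Tween-20.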
# TrxR1 substrate: substrates of rat thioredoxin reductase 1 | Potency, µM (doses to about 114 µM), without a hit: at the top dose activity change, negative = substrate turnover | O89049 | AID 588456 | 0.01% of 390,000 active | purified TrxR1 substrate turnover, NADPH consumption readout; note: potency is the fitted concentration of half-maximal effect; % is set by controls: 0 for no effect and ±100 for the full control effect; nearly all actives have a fitted effect of over 50% in size
#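 Rat TrxR1, dispensed at 90 nM, was prereduced with 400 uM NADPH (final) for 5 min at ~22 deg C, then incubated with compound 15 min before 400 uM selenite. A first-read NADPH fluorescence drop versus no-compound background flagged substrates.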
# rTrxR1 inhibitor: inhibitors of rat thioredoxin reductase 1 | O89049 | recombinant rTrxR1, NADPH fluorescence consumption, selenite substrate | Potency, µM (series often up to 114 µM), inactives show top-dose activity change, negative = inhibition, usual class: inhibitors | 1% of 390,000 active | AID 588453; note: potency is the fitted concentration of half-maximal effect; % is set by controls: 0 for no effect and ±100 for the full control effect; nearly all actives have a fitted effect of over 65% in size
#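 Rat TrxR1 (90 nM in the dispensed reagent) was pre-reduced with 400 uM NADPH for 5 min at room temperature, then incubated with compound for 15 min. After 400 uM selenite was added, NADPH fluorescence (Ex 340/Em 450 nm) was followed for 8 min.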
# D2 antag: antagonists of human D2 dopamine receptor | AID 485344 | inhibition, % at 10 µM | 2% of 340,000 active | HEK293 TREx D2 cells, calcium flux, dopamine EC80; in the data active = inhibition above about 30%; note: 0% is about no effect
#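 Measurement of antagonist activity uses fluorescent calcium dye in inducible HEK293 T-REx D2 cells: 10 s baseline, compound addition with 180 s read, EC80 dopamine addition with a further 180 s read.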
# * marks the source's active call; other numbers are inactive results; ? = inconclusive; · = not tested or not shown; [ ] = remark or other dose. Unless noted, calls come from the whole dose curve; as a rule, active = well fitted inhibition curve with a large enough effect; inconclusive = small, poorly fitted or top-dose-only effect; inactive = no such curve, though single readings can be large or run the other way. Not all compounds are listed; rates above refer to the full screens.
# Start of the data: the first 11 compounds, ahead of the listing:
smiles	TRHR ag	Pin1 inhibitor	USP1 inh	TrxR1 substrate	IDH1 R132H inh	D2 antag	D2 ag	rTrxR1 inhibitor	TRHR enhancer
Cc1cc(C(=O)OCC(=O)NC(=O)NC(C)(C)C)c(C)o1	0.0	0%	-8%	-3%	7%	5	0.3	-8%	0
CC(=O)N1CCC(N(C(=O)Nc2ccc(C)c(C)c2)C2CCCC2)CC1	0.4	2%	-9%	5%[57.1 µM]	12%	0	1.9	17%[57.1 µM]	0
CCCCOc1ccc(S(=O)(=O)Nc2ccc(NC(C)=O)cc2)cc1	1.0	0%	-13%	-1%	2%	-6	1.3	2%	10
CCOC(=O)c1c(C)nc2ccccn12	0.9	-1%	-8%	7%	3%	4	-0.4	13%	4
CCCNC(=O)c1noc2c1CCc1cc(OC)ccc1-2	0.7	-3%	-12%	-10%	-14%	-3	0.3	?	2
Cc1ccc(C2CC(c3ccc(NS(C)(=O)=O)cc3)=NN2C(=O)c2ccco2)cc1 (stereo not drawn)	-1.3	21%	-20%	-23%[57.1 µM]	10%	12	-0.8	6%[57.1 µM]	1
CCOc1ccc(CCNC(=O)c2ccc(Nc3nc4ccccc4n4nnnc34)cc2)cc1OCC	-1.2	4%	-22%	-4%	20%	·	0.7	-9%	8
O=C(OCC(=O)N1N=C(c2ccc(Cl)cc2)CC1c1ccco1)c1cccnc1 (stereo not drawn)	·	·	0%	0%	2%	·	·	7.1µM*	·
Oc1c(Br)cc(/C=N/n2c(-c3ccccc3)n[nH]c2=S)c(Br)c1O	0.2	·	·	·	·	8	-0.2	·	-5
CC(=O)Nc1ccc(Nc2ccccc2)cc1	0.5	0%	-5%	0%[57.1 µM]	6%	-5	0.4	9%[57.1 µM]	9
CCOc1ccccc1NC(=O)C(=O)NCCc1sc2nc(-c3ccc(OC)cc3)nn2c1C	0.4	-2%	-6%	-2%[57.1 µM]	-3%	·	0.9	-5%[57.1 µM]	9

# The list itself (from the top)
smiles	TRHR ag	Pin1 inhibitor	USP1 inh	TrxR1 substrate	IDH1 R132H inh	D2 antag	D2 ag	rTrxR1 inhibitor	TRHR enhancer
Cc1cc(C(=O)OCC(=O)NC(=O)NC(C)(C)C)c(C)o1	0.0	0%	-8%	-3%	7%	5	0.3	-8%	0
CC(=O)N1CCC(N(C(=O)Nc2ccc(C)c(C)c2)C2CCCC2)CC1	0.4	2%	-9%	5%[57.1 µM]	12%	0	1.9	17%[57.1 µM]	0
CCCCOc1ccc(S(=O)(=O)Nc2ccc(NC(C)=O)cc2)cc1	1.0	0%	-13%	-1%	2%	-6	1.3	2%	10
CCOC(=O)c1c(C)nc2ccccn12	0.9	-1%	-8%	7%	3%	4	-0.4	13%	4
CCCNC(=O)c1noc2c1CCc1cc(OC)ccc1-2	0.7	-3%	-12%	-10%	-14%	-3	0.3	?	2
Cc1ccc(C2CC(c3ccc(NS(C)(=O)=O)cc3)=NN2C(=O)c2ccco2)cc1 (stereo not drawn)	-1.3	21%	-20%	-23%[57.1 µM]	10%	12	-0.8	6%[57.1 µM]	1
CCOc1ccc(CCNC(=O)c2ccc(Nc3nc4ccccc4n4nnnc34)cc2)cc1OCC	-1.2	4%	-22%	-4%	20%	·	0.7	-9%	8
O=C(OCC(=O)N1N=C(c2ccc(Cl)cc2)CC1c1ccco1)c1cccnc1 (stereo not drawn)	·	·	0%	0%	2%	·	·	7.1µM*	·
Oc1c(Br)cc(/C=N/n2c(-c3ccccc3)n[nH]c2=S)c(Br)c1O	0.2	·	·	·	·	8	-0.2	·	-5
CC(=O)Nc1ccc(Nc2ccccc2)cc1	0.5	0%	-5%	0%[57.1 µM]	6%	-5	0.4	9%[57.1 µM]	9
CCOc1ccccc1NC(=O)C(=O)NCCc1sc2nc(-c3ccc(OC)cc3)nn2c1C	0.4	-2%	-6%	-2%[57.1 µM]	-3%	·	0.9	-5%[57.1 µM]	9
Cc1cc(C)n(-c2nc3ccccc3nc2Nc2cccc(C(F)(F)F)c2)n1	1.0	0%	-30%	15%	5%	·	0.2	27%	4

# (listing goes on)
smiles	TRHR ag	Pin1 inhibitor	USP1 inh	TrxR1 substrate	IDH1 R132H inh	D2 antag	D2 ag	rTrxR1 inhibitor	TRHR enhancer
COc1cccc(OC)c1C(=O)Nc1ccc(CN2CCCCC2)cc1	0.5	3%	-13%	2%[57.1 µM]	-1%	-8	-0.7	6%[57.1 µM]	5
CCCCC(=O)N1CC2(C)CN(C(=O)CCCC)CC(C)(C1)C2=O	-0.1	-9%	-8%	-14%	1%	2	-0.3	-12%	-4
Cc1ccccc1OCc1nnc(SCc2cc(=O)c3cc(F)ccc3[nH]2)n1C	-0.2	-4%	-8%	1%[57.1 µM]	-11%	·	-0.2	10%[57.1 µM]	7
Clc1ccc2nc(N3CCN(c4ccccc4)CC3)sc2c1	0.5	?	-21%	-6%	2%	3	-0.2	-2%	18
Cc1ccc([N+](=O)[O-])cc1NC(=O)c1cccs1	-0.3	0%	-6%	0%[57.1 µM]	-7%	-10	1.9	2%	-2
COc1cc(CNC(C)(C)CO)cc(Br)c1OCc1ccccc1	2.1	-4%	-19%	6%[57.1 µM]	2%	-11	1.0	15%[57.1 µM]	3
COc1ccc(CC(=O)NCCCSc2ccccc2)cc1OC	0.7	2%	-23%	4%	4%	5	-0.6	32%	12
CCCCOc1ccc(-c2nc(SCC(N)=O)n[nH]2)cc1	-0.3	1%	-15%	-4%	7%	-9	0.5	-7%	10
CCC(=O)c1ccc(OCC(=O)N(CC)CC2COc3ccccc3O2)cc1 (stereo not drawn)	-0.3	2%	-15%	-3%	1%	-2	1.1	-4%	-5
CCN(CC)S(=O)(=O)c1ccc(C(=O)N2CCN=C2SC)cc1	0.4	1%	1%	-6%	-6%	-4	-0.4	-7%	0
OCCN(CCCn1c(-c2ccncc2)nc2ccccc21)c1nc(CN2CCCCC2)cs1	0.5	2%	-22%	0%	16%	-2	0.0	5%	2
COc1cccc2c3cccc(OC)c3c3[nH]cnc3c12	·	15%	-14%	11%[11.4 µM]	14%	·	·	10%[11.4 µM]	·

# An excerpt from above in order of their number in rTrxR1 inhibitor, high to low.
SMILES | rTrxR1 inhibitor
OCCN(CCCn1c(-c2ccncc2)nc2ccccc21)c1nc(CN2CCCCC2)cs1 | 5%
Clc1ccc2nc(N3CCN(c4ccccc4)CC3)sc2c1 | -2%
CCC(=O)c1ccc(OCC(=O)N(CC)CC2COc3ccccc3O2)cc1 (stereo not drawn) | -4%

# More results follow:
smiles	TRHR ag	Pin1 inhibitor	USP1 inh	TrxR1 substrate	IDH1 R132H inh	D2 antag	D2 ag	rTrxR1 inhibitor	TRHR enhancer
CCOC(=O)CSc1nsc(SCC(=O)OCC)c1C#N	-0.4	2%	2%	-7%	-1%	1	0.8	1%	2
O=C1CC(c2ccncc2)c2cc3c(cc2N1)OCO3 (stereo not drawn)	0.6	-10%	-5%	6%[57.1 µM]	3%	37*	0.7	14%[57.1 µM]	4
COc1ccc(-c2nc(CSCC(=O)N3CCN(c4cccc(C)c4)C(C)C3)c(C)o2)cc1OC (stereo not drawn)	0.3	13%	-24%	6%[57.1 µM]	-5%	-8	3.6	-58%	2
CCOC(=O)C1=C(COc2ccccc2)NC(=O)NC1c1ccc(Br)cc1 (stereo not drawn)	0.2	?	10%	6%[57.1 µM]	5%	-3	0.0	12%[57.1 µM]	1
CCN1CCN(c2cc(C)c3cc(NC(=S)N4CCOCC4)ccc3n2)CC1	0.6	-2%	-14%	2%	6%	-12	-0.8	-29%	0
Cc1cc(O)c2c(c1O)C(=O)[C@]13C(=C2O)C(=O)[C@@H]2[C@@H](O)[C@H]1[C@@H]1[C@H](O)[C@H]3C(=O)C3=C(O)c4c(O)cc(C)c(O)c4C(=O)[C@]312	·	?	-18%	-18%	-13%	·	·	?	·
CCCn1c(C)cc(-c2csc(NC(=O)CCc3nc4ccccc4c(=O)[nH]3)n2)c1C	0.6	16%	?	-10%	0%	-10	1.3	-23%	7
COc1ccc(-c2cc(C(=O)O)c3c(C)nn(-c4ccccn4)c3n2)cc1	-1.0	0%	-15%	83%[activator][57.1 µM]	1%	3	-0.1	-50%	-1
O=C(CSc1ccsc1[N+](=O)[O-])N1CCCCC1	0.6	1%	-4%	-13%[57.1 µM]	6%	5	-0.2	-7%[57.1 µM]	1
CCC(C(=O)OCc1cc(=O)n2nc(CCOC)sc2n1)c1ccccc1 (stereo not drawn)	-0.4	3%	-4%	4%[57.1 µM]	11%	·	0.3	-1%[57.1 µM]	5
Cc1cccc(Cc2cnc(N3C(=N)SC(c4ccccc4)C3=O)s2)c1 (stereo not drawn)	-1.1	-1%	-9%	-1%	5%	·	·	-21%	-11
CC(OC(=O)CCN1C(=O)C2CC=CCC2C1=O)C(=O)Nc1ccc(F)cc1 (stereo not drawn)	·	-3%	-3%	1%[57.1 µM]	-6%	·	·	11%[57.1 µM]	·

# (list continues)
smiles	TRHR ag	Pin1 inhibitor	USP1 inh	TrxR1 substrate	IDH1 R132H inh	D2 antag	D2 ag	rTrxR1 inhibitor	TRHR enhancer
CC(Sc1nc2sccc2c(=O)n1-c1ccccc1)C(N)=O (stereo not drawn)	0.3	-5%	-22%	0%[57.1 µM]	0%	-1	0.7	-1%[57.1 µM]	2
Cc1cc(C)cc(C(=O)NC(=S)Nc2ccc(-c3cc4ccccc4oc3=O)cc2)c1	0.4	25%	-10%	-7%	2%	-5	1.6	-13%	1
O=C(NCc1ccco1)C(=O)c1c[nH]c2ccccc12	-0.5	9%	-13%	-2%	15%	·	·	0%	-3
CCOC(=O)CC(NC(=O)c1cc2ccccc2oc1=O)c1cccc([N+](=O)[O-])c1 (stereo not drawn)	0.1	1%	-13%	10%[57.1 µM]	4%	3	2.0	6%[57.1 µM]	-1
COc1ccc(N2CC(C(=O)NC3CC(C)(C)NC(C)(C)C3)CC2=O)cc1 (stereo not drawn)	0.0	3%	-14%	0%	7%	-7	1.2	33%	-2

# Source: PubChem
